G9a block – blocks human histone lysine methyltransferase G9a; Q96KQ7; G9a H3K9 monomethylation, AlphaScreen, 2 h; Potency, µM (top dose mostly 102 µM), for the others: at the highest dose activity, negative = inhibition, usual class: inhibitors; 350,000 tested, 8.8% active; AID 504332; further: on the % scale 0 is the no-effect control and ±100 the full control effect; nearly all actives have a fitted effect of over 75% in size
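Using a bead-based AlphaScreen, monomethylated H3K9 product from 2 h room-temperature reactions (G9a 20 nM, peptide 500 nM, SAM 20 uM) was detected with 0.5 ug/mL rabbit anti-H3K9me1 antibody.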
APE1 inh – inhibitors of human APE1 endonuclease. recombinant APE1, TAMRA/BHQ-2 abasic DNA cleavage fluorescence. 350,000 tested, 0.35% active. Potency, µM (top dose mostly 65.8 µM), for inactives: at the highest dose activity change, negative = inhibition, actives largely listed as inhibitors. P27695. AID 2517;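 further: plate controls were vehicle for no effect and reference inhibitor for full effect; nearly all actives have a fitted effect of over 55% in size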
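0.75 nM APE1 + cpd, 15 min RT; start w/ 50 nM TAMRA/BHQ-2 THF-abasic dsDNA; kinetic fluor 525/598 nm ×3 reads @60 s; Δ(read3−read1); normalized to DMSO and NSC13755 control wells.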
POLB inh – inhibitors of human DNA polymerase beta; P06746; Pol beta primer extension/strand displacement, fluorescence kinetic; Potency, µM (titrated, usually from 114 µM), for inactives: at the top dose activity change, negative = inhibition, usual class: inhibitors; 340,000 tested, 1.3% active; AID 485314; further: on the % scale 0 is the no-effect control and ±100 the full control effect
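Curves were derived by four-parameter Hill fits of normalized qHTS data. The kinetic fluorescent primer-extension read was taken at 0 and 10 min after 50 nM substrate, following a 15 min room-temperature preincubation of 10 nM enzyme with compounds.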
BAZ2B block – blocks human BAZ2B | Q9UIF8 | AlphaScreen BAZ2B-H3K14Ac peptide displacement | Potency, µM (top dose mostly 114 µM), inactives show at the highest dose activity change, negative = inhibition, hits mostly inhibitors | 360,000 tested, 4.4% active | AID 504333; further: on the % scale 0 is the no-effect control and ±100 the full control effect; nearly all actives have a fitted effect of over 60% in size
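AlphaScreen displacement of biotin-H3(5-23)K14Ac peptide (50 nM final) from BAZ2B (50 nM final) in PBS pH 7.4, 0.01% Tween-20; complex preformed 30 min RT, then compounds (top 110 uM) 30 min RT, beads 20 min dark.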
JMJD2A Tudor inh – JMJD2A Tudor domain (human) inhibition. AID 504339. 390,000 tested, 4.4% active. O75164. Potency, µM (doses to about 114 µM), without a hit: at the top dose activity change, negative = inhibition, most hits filed as inhibitors. AlphaScreen JMJD2A-Tudor / H3K4me3 peptide binding; further: on the % scale 0 is the no-effect control and ±100 the full control effect; nearly all actives have a fitted effect of over 50% in size
BLM helicase inh – inhibitors of human Bloom syndrome helicase BLM; P54132; recombinant BLM DNA unwinding, fluorescence dequenching; Potency, µM (doses to about 56.1 µM), for the others: at the top dose activity change, negative = inhibition, hits mostly inhibitors; 350,000 tested, 0.2% active;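 further: plate controls were vehicle for no effect and no enzyme for full effect; nearly all actives have a fitted effect of over 35% in size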
Pol kappa inh – DNA polymerase kappa (human) inhibition. Q9UBT6. Potency, µM (series often up to 107 µM), for the others: at the top dose activity, negative = inhibition, actives largely listed as inhibitors. 400,000 tested, 0.53% active. purified Pol kappa, fluorescent DNA synthesis assay, 10 min; further: on the % scale 0 is the no-effect control and ±100 the full control effect
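10 nM Pol kappa was preincubated with compounds for 15 min at room temperature. Reaction started with 50 nM (final) substrate. Fluorescence read kinetically at 0 and 10 min.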
Pol eta inh – DNA polymerase eta (human) inhibition; recombinant Pol eta, fluorescent DNA replication assay; Potency, µM (titrated, usually from 114 µM), for the others: at the highest dose activity change, negative = inhibition, most hits filed as inhibitors; 390,000 tested, 1.2% active; AID 588591; further: on the % scale 0 is the no-effect control and ±100 the full control effect
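Fluorescent replication assay: 50 nM final substrate added after a 15 min room-temperature compound preincubation with 10 nM enzyme. Signal taken at 0 min and again at 10 min.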
Pol iota inh – inhibitors of human DNA polymerase iota | Potency, µM (top dose mostly 115 µM), for inactives: top-dose activity, negative = inhibition, usual class: inhibitors | 390,000 tested, 1% active | Pol iota fluorescent replication assay, 10 min | AID 588590
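Pol iota at 10 nM preincubated 15 min with compounds at room temperature; reaction started with fluorescent substrate, 50 nM final. Fluorescence read kinetically at 0 and 10 min; buffer-only wells as negative control.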
The depositor's hits bear a star; u = inconclusive; x = no result given; [ ] = another dose, or the depositor's remark. The call rests on the fitted dose curve; in most records, active means well fitted curve in the direction sought with a large enough effect; inconclusive means small, poorly fitted or top-dose-only effect, or another doubt; inactive means no such curve, though single readings can be large; an effect the other way counts as inactive or inconclusive. Potency means the concentration at half of the fitted maximal effect. These rows are one share of the data; count on the stated rates, not on these rows.

SMILES	G9a block	APE1 inh	POLB inh	BAZ2B block	JMJD2A Tudor inh	BLM helicase inh	Pol kappa inh	Pol eta inh	Pol iota inh
C/C(=N\NC(=S)NC1CCCCC1)c1cccs1	u	6%	9%	50µM*	u	-15%	3%	-18%	112%[activator]
CCOc1ccc(CCNC(=O)c2c3c(nc4ccccc24)C(=O)N(C2CCCCC2)C3)cc1	2%[59 µM]	x	-3%	u	-34%	-4%	0%	-9%	3%
Cc1cc(Cl)ccc1OCC(=O)N1CCCCC1	19%[59 µM]	0%	2%	4%	-8%[11.4 µM]	1%	-8%	u	-6%
Cc1ccc(CCNC(=O)c2ccc(CS(=O)(=O)Cc3cccc(C)c3)o2)cc1	9%[59 µM]	x	-10%	8%	-25%	-5%	-5%[60.1 µM]	-19%	u
CN1CCN(C(c2ccccc2)c2sc3nc(-c4ccco4)nn3c2O)CC1 (stereo not given)	-26%[59 µM]	x	11%	-9%	-12%	2%	-2%[60.1 µM]	5%	-8%
Cc1ccc(CN2CCN(C/C(Cl)=C/c3ccccc3)CC2CCO)o1 (stereo not given)	-3%	3%	-1%	-38%	-30%	-1%	-3%	-6%	40%[activator]
Cc1ccc2nsnc2c1NC(=O)COc1ccccc1F	56µM*	3%	u	-19%	-3%	-1%	8%	-9%	74%[activator]
C=CCn1c(SCC(N)=O)nc2nc3c(cc2c1=O)COC(C)(C)C3	-5%	u	2%	0%	-1%	-1%	2%	-16%	64%[activator]
Cc1ccc2c(c1)N(C(=O)CCC(=O)NCCN1CCOCC1)CC(C)O2 (stereo not given)	20%	28%	8%	10%	3%	-2%	0%	-5%	14%
COC(=O)c1c(C)oc(C)c1S(=O)(=O)N(Cc1ccccc1)C(C)C	33%	4%	-14%	-4%	-6%	-4%	-16%	-3%	121%[activator]
Cc1c(Cl)cccc1NC(=O)C(C)n1c(=O)cc(-c2ccccc2)c2c(C)nn(C)c21 (stereo not given)	5%[59 µM]	x	-5%	-7%	-11%	-2%	-1%	-16%	19%
CN(Cc1cccs1)S(=O)(=O)c1ccc(Cl)cc1F	-15%[12.7 µM]	-7%	x	96%[activator]	82%[activator]	x	-1%	-6%	-10%
CC(Sc1nc(N)cc(=O)[nH]1)C(=O)Nc1nc2c(s1)CCCC2 (stereo not given)	u	22%	31%	u	-9%	-2%	4%	-5%	45%[activator]
CC(C)(C)OC(=O)N1CCC(C(=O)O)CC1	17%	-10%	6%	u	-17%	2%	-1%	11%	2%
O=C(CNC(=O)c1ccc(Cl)cc1)OCn1nnc2ccccc2c1=O	14%[12.7 µM]	18%	x	7%	-13%	x	-9%	-15%	20%
S=C(c1ccc2c(c1)OCO2)N1CCN(c2cccc(Cl)c2)CC1	x	x	x	x	-30%	x	-18%	-12%	-4%
COc1ccc(CCNC(=O)/C(C#N)=C/c2ccc(OCC(=O)NCC3CCCO3)cc2)cc1OC (stereo not given)	8%[0.501 µM]	-1%	8%	0%	-22%[57.1 µM]	-4%	-6%	-12%	87%[activator]
COC(=O)c1ccccc1S(=O)(=O)N1CCC(C(=O)Nc2ccccc2N2CCOCC2)CC1	x	x	x	x	-3%	x	-5%	2%	8%
COc1ccc2cc(C(C)c3nc4ccccc4c(=O)n3N)ccc2c1 (stereo not given)	19%[59 µM]	5%	12%	-9%	-28%	-10%	-5%	-13%	6%
CCc1c(C)nc2ncnn2c1N1CCC(C(=O)N2CCN(c3ccc(F)cc3)CC2)CC1	-2%	2%	0%	-23%	-15%	2%	-2%	-8%	21%
Nc1c(S(=O)(=O)c2ccccc2)c2nc3ccccc3nc2n1Cc1ccco1	-3%[12.7 µM]	-8%	-21%	-28%	-22%	-20%	-34%	-2%	u
NS(=O)(=O)c1ccc(O)c(N2C(=O)c3cccc4c(C(=O)O)ccc(c34)C2=O)c1	-47%	-3%	-17%	-17%	10%	-5%	-10%	-6%	18%
CC1CCCCN1CCn1c(=S)[nH]c2cc3c(cc2c1=O)OCO3 (stereo not given)	u	-4%	26%	-20%	-15%	36%[activator]	-2%	-19%	-4%
Cc1cc2oc(C(=O)N(Cc3ccccc3)c3ccccn3)cc(=O)c2cc1Cl	15%[12.7 µM]	-1%	15%	-14%	-17%	-7%	4%	19%	49%[activator]
CCOC(=O)c1cnc2ccc(OCC)cc2c1Nc1ccc(OCc2ccccc2Cl)cc1	9%[59 µM]	x	2%	5%	-3%	-11%	2%	-12%	-12%
CCCCC1CC(CSc2ncn[nH]2)OC1=O (stereo not given)	25%	-5%	32%	7%	-1%	0%	2%	-8%	30%
O=C1c2ccccc2C(=O)N1CC(O)CN1CCOCC1 (stereo not given)	-8%[59 µM]	0%	18%	10%	-15%	0%	-6%	-3%	19%
Cc1ccccc1-c1ncc(CN2CCN(C3CCCC3)C(CCO)C2)cn1 (stereo not given)	5%	5%	-1%	3%	10%	0%	4%	-15%	-19%
Cc1ccc(CNC(=O)COc2cc(O)c3c(c2)OC(C)(C)CC3=O)cc1	x	3%	33%	-29%	-14%	-3%	6%	-11%	26%
CCOc1ccc(NC(=O)CN2CCN(CC(=O)Nc3ccc4c(c3)OCCO4)CC2)cc1	-36%[12.7 µM]	5%	0%	8%	-6%	2%	-1%	-4%	13%

An excerpt from further up:
SMILES	G9a block	APE1 inh	POLB inh	BAZ2B block	JMJD2A Tudor inh	BLM helicase inh	Pol kappa inh	Pol eta inh	Pol iota inh
S=C(c1ccc2c(c1)OCO2)N1CCN(c2cccc(Cl)c2)CC1	x	x	x	x	-30%	x	-18%	-12%	-4%
COc1ccc(CCNC(=O)/C(C#N)=C/c2ccc(OCC(=O)NCC3CCCO3)cc2)cc1OC (stereo not given)	8%[0.501 µM]	-1%	8%	0%	-22%[57.1 µM]	-4%	-6%	-12%	87%[activator]
COC(=O)c1ccccc1S(=O)(=O)N1CCC(C(=O)Nc2ccccc2N2CCOCC2)CC1	x	x	x	x	-3%	x	-5%	2%	8%
COc1ccc2cc(C(C)c3nc4ccccc4c(=O)n3N)ccc2c1 (stereo not given)	19%[59 µM]	5%	12%	-9%	-28%	-10%	-5%	-13%	6%
CCc1c(C)nc2ncnn2c1N1CCC(C(=O)N2CCN(c3ccc(F)cc3)CC2)CC1	-2%	2%	0%	-23%	-15%	2%	-2%	-8%	21%
Nc1c(S(=O)(=O)c2ccccc2)c2nc3ccccc3nc2n1Cc1ccco1	-3%[12.7 µM]	-8%	-21%	-28%	-22%	-20%	-34%	-2%	u
NS(=O)(=O)c1ccc(O)c(N2C(=O)c3cccc4c(C(=O)O)ccc(c34)C2=O)c1	-47%	-3%	-17%	-17%	10%	-5%	-10%	-6%	18%
CC1CCCCN1CCn1c(=S)[nH]c2cc3c(cc2c1=O)OCO3 (stereo not given)	u	-4%	26%	-20%	-15%	36%[activator]	-2%	-19%	-4%
Cc1cc2oc(C(=O)N(Cc3ccccc3)c3ccccn3)cc(=O)c2cc1Cl	15%[12.7 µM]	-1%	15%	-14%	-17%	-7%	4%	19%	49%[activator]
CCOC(=O)c1cnc2ccc(OCC)cc2c1Nc1ccc(OCc2ccccc2Cl)cc1	9%[59 µM]	x	2%	5%	-3%	-11%	2%	-12%	-12%
CCCCC1CC(CSc2ncn[nH]2)OC1=O (stereo not given)	25%	-5%	32%	7%	-1%	0%	2%	-8%	30%

Three structures already listed, sorted by length of the SMILES, ascending:
SMILES	G9a block	APE1 inh	POLB inh	BAZ2B block	JMJD2A Tudor inh	BLM helicase inh	Pol kappa inh	Pol eta inh	Pol iota inh
CCCCC1CC(CSc2ncn[nH]2)OC1=O (stereo not given)	25%	-5%	32%	7%	-1%	0%	2%	-8%	30%
S=C(c1ccc2c(c1)OCO2)N1CCN(c2cccc(Cl)c2)CC1	x	x	x	x	-30%	x	-18%	-12%	-4%
COC(=O)c1ccccc1S(=O)(=O)N1CCC(C(=O)Nc2ccccc2N2CCOCC2)CC1	x	x	x	x	-3%	x	-5%	2%	8%

Continuation.
SMILES	G9a block	APE1 inh	POLB inh	BAZ2B block	JMJD2A Tudor inh	BLM helicase inh	Pol kappa inh	Pol eta inh	Pol iota inh
Cc1cccc(CN2C3=NCCCN3c3ccccc32)c1	20%	-1%	0%	-1%	-13%	-4%	6%	-6%	14%
Cc1ccc(S(=O)(=O)N(CC2CO2)c2cc(Cl)ccc2Cl)cc1 (stereo not given)	46%[activator]	31%	-7%	10%	14%	-10%	0%	-22%	39%[activator]
O=C(c1cc(C(F)(F)F)cc(C(F)(F)F)c1)N1CCC2(CC1)CN(Cc1ccccc1)C2	-7%[12.7 µM]	2%	x	x	x	0%	3%[60.1 µM]	x	x
CCOC(=O)N1CCN(C(=O)c2ccc3c(=O)n(Cc4ccccc4)c(=S)[nH]c3c2)CC1	u	3%	-1%	0%	-13%	-5%	4%	11%	11%
COc1ccc(S(=O)(=O)n2nc(C)c(S(=O)(=O)N3CCOCC3)c2C)cc1OC	x	1%	54%[activator]	u	x	5%	x	x	x
CCC(CC)C1=NN2C(=N)/C(=C\c3cc(C)n(-c4cccc(C)c4)c3C)C(=O)N=C2S1	-5%[59 µM]	14%	-4%	-4%	-5%	4%	2%	-16%	7%
CCc1c(C)nc2c(C#N)c(C)[nH]n2c1=O	14%	-1%	33%	1%	-3%	-1%	8%	-11%	3%
Cc1cc(/C=C2\SC(=S)N(Cc3ccco3)C2=O)c(C)n1-c1cccnc1	u	-1%	30%	13µM*	-23%	-12%	-7%	-1%	-10%
Cc1nn(-c2ccccc2)c2nc(C(F)F)cc(C(F)F)c12	13%[12.7 µM]	19%	x	62%[activator]	72%[activator]	x	-16%	3%	-2%
CC(C)C(=O)Nc1cccc(C(=O)Nc2ccc(S(=O)(=O)Nc3nccs3)cc2)c1	-12%	13%	24%	-3%	-18%	-1%	-14%	-4%	17%
Cc1sc2ncn(CC(=O)N3CCCC(C)C3)c(=O)c2c1S(=O)(=O)N1CCCCC1 (stereo not given)	-4%	35%	25%	5%	-17%	-5%	-6%	-11%	5%
